PKA-R2B activ: PKA-R2B complex activation; P22694+P31323; PKA-R2B holoenzyme dissociation, Cy5-IP20 fluorescence polarization; R2B truncated from residue 108, S112A mutant; 0% DMSO only, 100% 113 µM cGMP; activation, % at 11.4 µM; actives 0.079% (n = 340,000); AID 504700;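 active = activation above a cutoff set at the mean over all compounds plus 3 SD, cut at about 18% in these data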;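 also: higher means more holoenzyme dissociation and a rise in polarization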
Target sequence (P31323 whole entry, looked up, other chains not shown, the tested form may be a part): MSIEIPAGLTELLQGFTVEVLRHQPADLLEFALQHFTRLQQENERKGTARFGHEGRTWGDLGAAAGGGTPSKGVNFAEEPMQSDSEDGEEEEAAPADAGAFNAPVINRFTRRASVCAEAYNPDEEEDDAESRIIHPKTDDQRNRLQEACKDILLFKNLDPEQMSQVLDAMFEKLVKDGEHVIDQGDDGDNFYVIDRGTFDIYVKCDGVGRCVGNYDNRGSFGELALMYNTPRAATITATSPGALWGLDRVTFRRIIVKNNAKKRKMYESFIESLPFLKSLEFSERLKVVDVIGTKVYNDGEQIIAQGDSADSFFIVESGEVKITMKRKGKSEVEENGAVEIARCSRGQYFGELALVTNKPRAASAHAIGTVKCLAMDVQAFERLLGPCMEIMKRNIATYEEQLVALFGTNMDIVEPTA
Tat transport: blocks Tat-dependent protein export in E. coli. E. coli MC4100 TorA-mCherry Tat export, fluorescence. actives 0.036% (n = 340,000). AID 488895. inhibition, % at 10 µM;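 active = mean replicate inhibition at least 50% and at least half of replicates individually reaching 50%; inconclusive = only one of the two criteria met; inactive = neither criterion met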;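 also: exported cargo escapes ClpAP degradation while cytoplasmic cargo is degraded and loses fluorescence; 0% = median of neutral control wells and 100% = median of NaSCN control wells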
HTR5A inv ctr: HTR5A inverse agonism, opioid heterodimer counter-screen; HTR5A cell line, luminescence; inhibition, % at 9.3 µM; actives 0.083% (n = 340,000); AID 504634; in the data active = inhibition mostly above about 23%, no sharp cut-off; inactive = mostly below about 18%;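 also: 0% = cells with DMSO and 100% = no-cell wells with DMSO; some compounds called inactive have numbers as strong as hits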
Target sequence (P47898 whole entry, looked up): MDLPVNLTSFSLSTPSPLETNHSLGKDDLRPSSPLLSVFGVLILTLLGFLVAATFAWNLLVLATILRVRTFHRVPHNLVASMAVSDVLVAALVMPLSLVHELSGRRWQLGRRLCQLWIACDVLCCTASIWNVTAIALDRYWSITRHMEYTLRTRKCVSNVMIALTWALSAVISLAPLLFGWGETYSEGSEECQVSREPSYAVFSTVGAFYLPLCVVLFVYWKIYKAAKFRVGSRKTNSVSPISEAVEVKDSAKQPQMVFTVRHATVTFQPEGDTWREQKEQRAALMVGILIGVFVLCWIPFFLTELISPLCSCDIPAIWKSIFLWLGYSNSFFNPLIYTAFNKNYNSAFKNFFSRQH
AddAB inh: less growth of phage-infected E. coli with AddAB | E. coli expressing H. pylori AddAB, absorbance growth | inhibition, % at 11.9 µM | actives 0.29% (n = 330,000); in the data active = inhibition above about 12%;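 also: 0% = vehicle wells of infected cells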
HTR5A ag ctr: HTR5A agonism, opioid heterodimer counter-screen | P47898 | HTR5A agonist assay, luminescence, cell-based | activation, % at 9.3 µM | actives 0.61% (n = 340,000) | AID 504692; in the data active = activation mostly above about 9.5%, no sharp cut-off; inactive = mostly below about 7.6%;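 also: 0% = cells with vehicle only and 100% = reference agonist; strong numbers were not always called active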
Mot1-301 SUMO: inhibitors of SUMOylation pathway: yeast Mot1-301 growth rescue; growth rescue, % at 18.8 µM; AID 2716; actives 1% (n = 320,000); S. cerevisiae Mot1-301 growth rescue, ATP luminescence, 38.5C; percent above DMSO median, 100 means doubled;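 active = every valid replicate shows activation above 250% relative to neutral control wells; inactive = the rest, any valid replicate at or below 250%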;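 also: OY570 slx delta 5 strain wells were the positive control but not used for scaling; some compounds called inactive have numbers as strong as hits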
Ecoli viability: counter-screen for AddAB inhibitors: E. coli growth inhibition; AID 449728; actives 0.27% (n = 330,000); E. coli V3065 growth, OD600 absorbance, 18 h; inhibition, % at 11.9 µM;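 active = inhibition above the campaign's mean inhibition across all tested compounds plus 3 SD, cut at about 9.9% in these data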;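 also: uninfected addAB+ strain grown without phage in ampicillin broth; 0% = DMSO wells and 100% = ciprofloxacin 0.95 µg/ml wells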
CDK5 p35 inh: CDK5/p35 (human) kinase inhibition | AID 488839 | actives 0.01% (n = 330,000) | inhibition, % at 10 µM | Recombinant CDK5/p35, ADP-Glo luminescence, 60 min;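 active = highest replicate inhibition of at least 50% and at least 75% of replicates reaching 50%; inconclusive = only one of the two criteria met; inactive = both criteria failed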;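 also: plate controls were DMSO neutral control for no effect and GW8510 at 10 µM for full effect; many of its hits are not listed in these tables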
DAGLB inh: diacylglycerol lipase beta (human) inhibition. Q8NCG7. actives 0.059% (n = 340,000). AID 504411. inhibition, % at 5.17 µM. HEK293T DAGLB membrane lysate, EnzChek fluorogenic substrate; in the data active = inhibition above about 34%;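 also: 0% = enzyme with vehicle and 100% = wells lacking enzyme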
phage Ecoli inh: E. coli growth loss with phage present | growth absorbance | inhibition, % at 11.9 µM | actives 0.26% (n = 360,000) | AID 651602; in the data active = inhibition above about 11%
PKA-R1A act: activators of PKA-R1A complex; PKA-R1A dissociation, Cy5-IP20 fluorescence polarization; scaled: DMSO 0%, 113 µM cGMP 100%; activation, % at 11.4 µM; actives 0.083% (n = 340,000); AID 504707;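 active = percent activation above the mean of all tested compounds plus 3 SD, cut at about 19% in these data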;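 also: higher means more PKAc released from R1A so a rise in polarization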
Numbers without * were called inactive; ? = inconclusive; . = not tested or not shown; & = joins results of further samples.

Results follow in this order: phage Ecoli inh, DAGLB inh, Tat transport, PKA-R1A act, Ecoli viability, Mot1-301 SUMO, HTR5A inv ctr, PKA-R2B activ, HTR5A ag ctr, CDK5 p35 inh, AddAB inh
CC(C)(C)N(Cc1ccccc1)C(=O)c1ccncc1
  1.9, -2, 10, 7, -2.6, -7, -2, 1, 0, 1.3, 2.2
COc1cccc(C=NCCCN=Cc2cccc(OC)c2O)c1O
  -1.7, 0, 19, 3, -1.6, 17, -7, 8, 2, 1.0, -2.1
COc1ccc(C(=O)C2CCCN(C(=O)c3n[nH]c4c3CCCC4)C2)cc1OC (stereo not drawn)
  2.0, -2, 2, -4, -0.2, -15, -3, 2, 1, -0.4, 0.5
N#CC12CCCCC1CC1CCCCC1(C#N)N2Cc1cccnc1 (stereo not drawn)
  -1.1, 1, -12, -12, -0.6, 4, -9, -12, -5, 0.8, 2.2
c1ccc(-c2ccn3nnnc3n2)cc1
  0.8, -4, -2, -8, 0.6, 2, -7, 3, 5, -0.1, 1.5
COc1cc(=O)n(C)c2c(O)cccc12
  3.4, -4, -9, -7, 2.2, -8, 12, 0, 2, 0.2, 5.9
CC1(C)Cc2cccc(OCC(=O)NCCc3ccc(S(N)(=O)=O)cc3)c2O1
  2.9, 1, -3, -6, -0.7, -16, 0, 8, 0, 1.3, 1.1
COc1ccc(Cl)cc1C(=O)CSc1nnnn1C1CCCCC1
  1.2, -13, -1, 1, -2.4, 131, -26, 0, -1, 0.0, 2.1
CN(CC(=O)Nc1cccc(F)c1)C(=O)CSc1ccc(Br)cc1
  6.2, -3, -1, -4, 1.6, 17, -13, -5, 5, 1.6, 5.0
C[C@@H](NC(=O)OC(C)(C)C)C(=O)NCC1CCC(C(=O)N[C@@H](Cc2ccccc2)C(=O)O)CC1 (stereo partly drawn)
  1.9, 0, 8, -11, 1.3, 0, 2, 1, -1, -1.8, -0.2
CCOc1ccc(-c2nnc(-c3snc(-c4ccc(F)cc4)c3N=CN(C)C)o2)cc1
  -2.2, 1, -10, 12, -1.1, -20, -22, 10, 4, 0.0, 0.8
Cc1nc2ccc(NC(=S)NC3CCCCC3)cc2nc1C
  2.5, 0, 5, -2, 4.0, ., -5, 3, 2, -1.5, 2.4
Cc1nc(S/C(=C/c2ccc(-c3cccc(Cl)c3)o2)C(=O)O)n[nH]1
  2.9, 1, -13, 2, -0.4, 4, -6, 10, -4, 0.5, -0.2
COc1ccc(S(=O)(=O)NCc2cccnc2)cc1C
  2.8, 1, -3, 1, 3.1, 1, -11, 0, -4, 0.8, 0.7
O=C(NCCCN1CCCC1=O)c1sc2ccccc2c1Cl
  -2.6, -2, 4, -4, -0.3, 7, 2, -1, -2, 0.6, -0.4
COc1cc(-c2nnc3sc(C4CCCCC4)nn23)cc(OC)c1OC
  ., -1, 8, -12, -0.2, ., -15, -20, 3, -0.6, 1.5
CCOC(=O)/C=C/C(=O)OCC(=O)Nc1ccc(Cl)cc1Cl
  2.1, -2, -8, 6, 0.5, 257, -13, 0, 5, 0.1, 4.0
O=C(O)c1ccc(S(=O)(=O)NC2CCCCC2)cc1
  2.3, 1, -3, -11, -1.1, -5, 6, 2, 1, 4.3, 0.7
CC(C)c1csc(CN2CCC(CCC(=O)NCC3CCCO3)CC2)n1 (stereo not drawn)
  3.0, 1, 3, -17, -0.7, -3, 0, -6, 4, 0.2, 2.3
CC(c1ccon1)N(C)Cc1cn[nH]c1-c1ccc(-c2ccccc2)cc1 (stereo not drawn)
  3.2, -3, 0, 3, -3.7, -5, -26, 1, -5, -0.5, -1.7
Cc1onc(-c2ccccc2)c1C(=O)N1CCN(S(=O)(=O)c2ccccc2Br)CC1
  -0.9, -2, 6, 0, 0.1, -6, 3, 2, -1, -0.9, 1.3
COc1cccc2cc(C(C)=O)oc12
  2.4, -1, 2, -3, 2.5, 4, -26, 2, 1, -0.3, 2.5
c1cc(C(c2nnnn2C2CCCCC2)N2CCN3CCCC3C2)ccn1 (stereo not drawn)
  -0.9, 0, -1, -7, 0.2, 3, -18, 2, 1, -1.4, 2.7
CCOc1ccc(CCNC(=O)COC(=O)c2ccc3c(c2)OCCO3)cc1OCC
  1.5, -3, -2, -7, 0.2, 1, 13, -3, 6, -0.9, -0.5
CNCc1cc2ccc(C)cc2[nH]c1=O
  2.7, 2, -4, 4, 0.4, ., -12, 5, 6, 1.0, 4.1
Cc1csc(=O)n1CC(=O)Nc1ccc(S(C)(=O)=O)cc1
  1.9, -2, 3, 1, 1.1, -2, 8, -2, -2, 1.1, -0.2
COc1ccc(C(=O)CN2Cc3ccccc3C2=N)cc1
  5.3, 3, 3, 11, 3.2, -5, -16, -6, 11, 0.7, 4.6
COc1ccc(N(C)S(=O)(=O)c2cccc(C(=O)N3CCN(c4ccccc4)CC3)c2)cc1
  0.8, 3, 4, -6, ., ., 12, 1, 2, -5.5, .
O=C(NNC(=O)C1CCCN(S(=O)(=O)c2cccc(F)c2)C1)C1CC1 (stereo not drawn)
  1.0, -1, 2, 10, 1.0, -16, 13, 5, -5, 1.3, -0.5
COc1cccc(C(=O)N/N=c2\sc3ccccc3n2C)c1
  4.2, 3, -18, -5, -5.3, 15, -10, -10, 0, -0.8, -0.7
Cc1nnc(Nc2ccc3c(c2)OCO3)c2ccccc12
  3.1, 3, -4, 4, 1.0, 11, -28, -1, -5, 0.1, 2.3
O=C(NCc1ccccc1F)c1cccc(S(=O)(=O)N2CCCCC2)c1
  2.9, -2, -2, -5, 0.8, -9, 7, 3, -2, 6.3, -0.2
CCOC(=O)c1nn(-c2ccc(F)cc2)cc1O
  2.2, -2, -2, -3, 0.2, -5, -3, 7, 1, -1.6, 1.9
CC(C)CC(=O)N1CCN(C(=O)c2ccc(F)cc2)CC1
  0.2, 1, -2, 7, -2.6, -11, 10, -3, -3, -0.5, 1.0
Cc1cc2oc(=O)cc(CN3CCCCC3)c2cc1C
  -2.0, -4, 4, -4, 1.5, 1, 3, -8, -1, 0.1, 0.7
CCOC(=O)CNc1nc(Cl)nc(Nc2ccc(Cl)cc2)n1
  0.8, -3, -2, -14, -0.2, 523, -15, -7, 6, -4.4, 2.3
CC(C)n1cc(C(=O)N2CCCC(N3CCN(c4cccc(Cl)c4)CC3)C2)cn1 (stereo not drawn)
  1.2, 0, 8, -15, ., 7, 16, -9, 0, 1.3, .
NC(=O)c1cc(S(=O)(=O)N2CCOCC2)cs1
  0.6, -1, -7, -15, -1.8, 0, -7, 3, 2, 0.6, 4.6
COC(=O)c1ccccc1NC(=O)CN1C(=O)CSC1=O
  3.4, 1, -3, -10, -0.1, -10, -18, -9, 6, -0.9, 1.0
COc1ccc(/C=C(\NC(=O)c2ccc(Cl)cc2)C(=O)NCCCN2CCOCC2)cc1OC
  0.9, -1, -4, -7, 0.1, 113, 16, -2, 1, 0.0, 4.4
CCN(CC)CCCNC(=O)c1c(O)c2c([nH]c1=O)CCCC2
  0.7, 3, 6, -5, 1.1, 182, 7, 0, -3, -16, 2.9
CCc1ccc2c(CN3CCc4ccccc43)cc(=O)oc2c1
  2.9, -1, -4, 3, -0.8, ., -45, -4, 2, 0.4, -0.1
CCC1CCCCN1CC(=O)Nc1cc(OC)c(OC)cc1C#N (stereo not drawn)
  3.0, 1, 18, 4, ., ., -7, 2, -3, -6.3, .
c1ccc(-c2cn3c4c(sc3n2)CCCC4)cc1
  4.3&1.4, -4&-7, -10&6, -2&3, -0.8, -17, 7&1, 1&-9, -2&4, -1.8&1.3, 4.4
CC(C)C(=O)N1CCC(c2nc(-c3ccc(S(=O)(=O)N4CCN(C)CC4)cc3)no2)CC1
  0.9, -1, -5, 2, -1.1, 7, -2, 7, 1, -1.2, 1.1
CNc1c(NS(=O)(=O)c2ccc(Br)cc2)c(=O)oc2ccccc12
  0.9, 0, 0, 6, -1.6, -22, 7, -10, -3, -2.6, 3.1
CC(C)(O)P(=O)(O)CCc1ccccc1
  0.9, 0, 17, -10, 2.2, 5, -9, -16, -1, -1.3, -1.8
CC1=C(C(=O)Nc2ccc(C(=O)NCCC(C)C)cc2)SCCO1
  1.5, -3, 2, 0, 0.3, 0, 17, 1, -5, -0.3, 1.0
COC(=O)CN1C(=S)N(c2ccc(F)cc2)C(=O)C1CC(=O)Nc1ccc(OC)cc1 (stereo not drawn)
  2.8, 1, 0, -9, -1.3, 3, 16, 2, -6, -0.8, -0.9
CCN1C(=O)C(CC(=O)Nc2ccc(OC)cc2)N(CCCN2CCN(c3ccc(F)cc3)CC2)C1=S (stereo not drawn)
  2.8, -7, -3, 0, -1.6, -4, 4, -1, -2, 0.1, 4.1
COc1ccccc1N1CCN(C(=O)CNC(=O)c2cn(-c3ccccc3OC)c(=O)c3ccccc23)CC1
  2.1, -1, 4, -2, -4.4, -18, 2, -14, -1, 1.8, -1.7
Cc1nc(N2CCN(C)CC2)c2c3c(sc2n1)CCCC3
  1.7, -1, -1, -5, 2.4, 9, -9, 2, 2, -0.4, 1.0
N/C(=N\OC(=O)c1ccc(Br)cc1)c1cccc([N+](=O)[O-])c1
  5.3, -2, -4, 3, -1.2, -6, 1, -10, 0, 1.7, 4.0
COc1ccc(N/C(C)=C2/C(=O)C(=O)N(CCO)C2c2ccc(Br)cc2)cc1 (stereo not drawn)
  3.6, 5, 7, -4, -2.7, 75, -7, -13, 0, -3.2, -1.0
O=C(/C=C/Nc1ccccc1C(=O)O)c1cccs1
  2.3, 0, 6, 0, 1.5, 16, 7, -2, -3, 0.0, 2.0
COCCNC(=O)C1CC(=O)N(C2CCCC2)C1 (stereo not drawn)
  -0.6, 1, 0, -3, -2.7, 0, -25, 12, -2, 1.3, -1.3
CCS(=O)(=O)N1CCN(S(=O)(=O)c2ccc(S(=O)(=O)NC3CC3)cc2)CC1
  0.9, 0, 16, -19, 0.0, -3, -5, -15, 2, -6.0, 2.5
Cc1cc(C)cc(CSc2nnc(C)c(=O)[nH]2)c1
  3.3, -1, ?, 1, 1.3, 108, -18, 16, 9, 1.5, 2.3
CCN(CC)C(=O)Cn1cc(C(=O)C(=O)NCCc2c[nH]c3ccccc23)c2ccccc21
  1.8, 1, -5, -1, -0.1, 0, 5, 8, 5, 0.1, 0.9
CCOC(=O)c1c(CN2CCOCC2)n(-c2ccccc2)c2cc(Br)c(O)cc12
  1.6, -2, 6, -2, -2.7, -6, -13, -6, -2, 0.5, 1.7

Other structures follow:
Results follow in this order: phage Ecoli inh, DAGLB inh, Tat transport, PKA-R1A act, Ecoli viability, Mot1-301 SUMO, HTR5A inv ctr, PKA-R2B activ, HTR5A ag ctr, CDK5 p35 inh, AddAB inh
O=C(COc1ccccc1[N+](=O)[O-])Nc1ccc2oc(=O)ccc2c1
  0.4, 1, 7, -9, 0.4, 6, -10, -7, 4, -0.8, 2.5
COc1ccc(CCn2c(C)cc(C(=O)CSc3nnnn3-c3ccccc3)c2C)cc1OC
  -1.1, -1, -1, -3, 0.9, -37, -39, -1, 13, -0.3, 3.3
COC(=O)CSc1nnc([C@H](CC(C)C)NC(=O)OC(C)(C)C)o1
  1.6, 1, -1, 7, 1.9, -20, -5, 11, 3, -0.4, 4.3
Cc1ccccc1-c1nc(S(=O)(=O)c2ccc(Br)cc2)c(NCc2cccnc2)o1
  0.9, -3, 2, -1, -0.1, -6, -27, 1, 0, 0.2, 2.3
